# C2C12 statin – protects C2C12 myotubes from simvastatin toxicity | rescue of ATP level, % at 7.49 µM | 330,000 compounds, 0.78% hits | ATP luminescence, 48 h; scaled: DMSO 0, geranylgeraniol control 100;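 active = mean ATP rescue above about 67%, or every replicate alone reaching that limit, limit read from the data, passing the limit was not always enough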;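 also: myotubes were challenged with 10 µM simvastatin during compound exposure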
# PglD DTNB – blocks C. jejuni PglD acetyltransferase activity; 360,000 compounds, 0.098% hits; inhibition, % at 12.5 µM; AID 602405; purified PglD enzyme, DTNB colorimetric CoA detection; in the data active = inhibition above about 16%, passing the limit was not always enough; also: strong numbers were not always called active
# * = called active by the depositor. Some of the compounds tested (hit frequency here may not be typical).
SMILES	C2C12 statin	PglD DTNB
O=C(NCc1ccccc1)c1cc(=O)nc2sc(-c3ccccc3)nn12	18	-6
Cc1cc(Nc2nnnn2-c2ccccc2)n(-c2ccccc2)n1	-7	-1
Cc1ccc(NC(=O)c2c(C(F)(F)F)nn(C)c2SCc2cccc(C(F)(F)F)c2)cc1C	2	-4
CC(C)(C)OC(=O)N[C@@H](CCCCNC(=O)OCc1ccccc1)c1nnc([C@H](CCCCNC(=O)OCc2ccccc2)NC(=O)OC(C)(C)C)o1	-9	0
CCc1c(C)sc(NC(=O)OC)c1C(=O)N1CCOCC1	-7	-4
Cn1c(C(=O)NCCCN2CCN(c3ccccc3F)CC2)cc2c(=O)[nH]c3ccccc3c21	1	3
O=C(CCCCn1c(=O)c2ccccc2n(CC(=O)NC2CCCC2)c1=O)NC1CCCC1	81*	1
Cc1cc([N+](=O)[O-])nn1CC(=O)NNC(=S)Nc1ccc(F)cc1	6	3
COC(=O)c1cn(NC(=O)c2cnccn2)c(=O)c2ccccc12	28	-1
O=C1c2ccccc2-c2c1cccc2C(=O)N(CCO)CCO	22	-5
COc1ccc(CCNC(=O)COc2ccc(S(=O)(=O)N3CCOCC3)cc2)cc1OC	-8	4
COc1ccccc1N(CC(=O)NCC1CCCO1)C(=O)CNS(=O)(=O)c1ccc(C)cc1 (stereo unspecified)	-15	1
Cn1cccc1C1(C(F)(F)F)NCCNC1=O (stereo unspecified)	13	-4
O=C(COC(=O)C1=COCCO1)Nc1ncc(C(F)(F)F)cc1Cl	0	3
Cc1cc2ncn(CCOc3ccccc3C#N)c2cc1C	5	-4
CN1CCC2(CC1)Nc1nc(SCc3ccc(Cl)cc3)nn1C1=C2CN(C)CC1	-14	-16
COc1nn(CC(=O)N2N=C(C)CC2(O)C(F)F)cc1[N+](=O)[O-] (stereo unspecified)	11	-6
COc1cccc(C(=O)Nc2cc(NC(=O)c3ccco3)ccc2OC)c1	-11	4
O=C(O)Cn1cc(C(=O)C2CC2)c2ccccc21	-2	2
COc1ccc(OC)c(C(=O)N2CCC(C(=O)c3ccc(F)cc3)CC2)c1	3	0
O/N=C1\CC(O)Cc2nonc21 (stereo unspecified)	10	-2
Cc1ccc(Cn2ccc(=O)c(Cc3c(Cl)cccc3Cl)c2C)cc1	17	3
COc1cccc(-c2ccc(-c3noc(-c4ccccc4F)n3)c(OC)n2)c1	-6	-3
CC1Cc2ccccc2N1Cc1nc2cc(Cl)ccc2c(=O)[nH]1 (stereo unspecified)	30	2
CCCn1c(NC(=O)c2ccco2)nc2ccccc21	102*	4
CCc1ccc(-c2nc(CS(=O)CC(=O)NCc3cccnc3)c(C)o2)cc1 (stereo unspecified)	9	5
O=C(Nc1cccc(Cl)c1)c1ccncc1	-2	6
OC1C[N+]2(CCCCC2)C1	4	0
N#CC1(NC(=O)COC(=O)c2cc(O)c3ccccc3c2O)CCCCC1	13	-6
CCSc1nnc2n1C(C)(C)Cc1ccccc1-2	9	8
CCc1ccccc1NC(=O)c1cccc(N2C(=O)C3C4CCC(C4)C3C2=O)c1 (stereo unspecified)	-35	-1
COc1ccc(Oc2nnc(-c3ccc(C)cc3)c3ccccc23)cc1	-3	4
CC1CCN(C(=O)CNC(=O)c2ccc(Cl)cc2Cl)CC1	9	5
CCC1CCCCN1C(=O)CSc1nc2c([nH]c3ccccc32)c(=O)n1C (stereo unspecified)	36	4
COc1cc(C2C(C(=O)c3sc(C)nc3C)=C(O)C(=O)N2CCN(C)C)cc(OC)c1OC (stereo unspecified)	116*	-2
CCOC(=O)c1cc(C(=O)OCC)c2cccc(C)n2c1=O	14	-13

# Gathered by group, the compounds so far with an NH in an aromatic ring (3)
SMILES	C2C12 statin	PglD DTNB
Cn1c(C(=O)NCCCN2CCN(c3ccccc3F)CC2)cc2c(=O)[nH]c3ccccc3c21	1	3
CC1Cc2ccccc2N1Cc1nc2cc(Cl)ccc2c(=O)[nH]1 (stereo unspecified)	30	2
CCC1CCCCN1C(=O)CSc1nc2c([nH]c3ccccc32)c(=O)n1C (stereo unspecified)	36	4

# Continued.
SMILES	C2C12 statin	PglD DTNB
COc1cc(CNCCSc2nnnn2C)cc(Br)c1OCc1ccc(F)cc1	-59	0
C=CCOC(=O)C1=C(C)Nc2nnnn2C1c1cc(OC)ccc1OC (stereo unspecified)	-19	-7
COc1cccc(C2CC(c3ccccc3Cl)n3ncnc3N2)c1 (stereo unspecified)	-4	5
Cc1ccc2c(c1)C1(C(=O)N2C)N2CC3(C)CN1CC(C)(C2)C3=O (stereo unspecified)	-7	-103
O=C(Nc1ccccc1)N1CCN(c2ccccn2)CC1	1	3
COc1ccc(OC)c(NC(=O)Cn2c(=O)oc3ccccc32)c1	-2	-4
CCCCCCNc1c([N+](=O)[O-])cc(C)cc1[N+](=O)[O-]	2	-4
Cc1ccc(N2CC(C(N)=O)CC2=O)cc1C (stereo unspecified)	10	3
CCOC(=O)CNc1nc(OCC#N)nc(N2CCOCC2)n1	13	6
CCCC(C)NC(=O)c1cc(Cl)ccc1OC (stereo unspecified)	-8	-1
Cc1cc(O)c(C=O)c2c1C(=O)Oc1c(CO)c(O)c3c(c1O2)C(O)OC3=O (stereo unspecified)	18	0
Cc1[nH]nc2c1C(c1ccc(F)cc1)C1=C(CC(C)(C)CC1=O)N2 (stereo unspecified)	35	-1

# Additional results.
# The line under a structure holds: C2C12 statin | PglD DTNB
Cc1c(/C=N\NC(=O)c2csc3ccccc23)cnn1C
    2 | 4
CCCn1c(=NC(=O)c2ccco2)c(C(=O)OCC)cc2c(=O)n3ccccc3nc21
    -17 | -6
COc1cccc(OCCCCCN2CCOCC2)c1
    -4 | -2
CCOc1cc(C(=O)OCC(=O)c2c[nH]c3ccccc23)ccc1OCC(=O)N1CCOCC1
    9 | -2
c1ccc(-n2ncc3c2ncn2nc(CSc4nc5ccccc5s4)nc32)cc1
    -12 | 2
CCOC(=O)CCNC(=O)Nc1ccc2nc(C)n(Cc3cccc(Cl)c3)c(=O)c2c1
    -5 | -6
c1cnc(N2CC[N+]3(CCCC3)CC2)nc1
    -8 | 4
CC(C)(C)NC(=O)CN(C(=O)C1(C)CC(=O)N=C2C=CC=CN21)C1CCCC1 (stereo unspecified)
    -9 | 3
CCN(CC(=O)Nc1ccccc1C(=O)OC)S(=O)(=O)c1ccc(OC)cc1
    -3 | 3
Cc1cccc(-n2nc([N+](=O)[O-])c(=NCc3cccnc3)n2O)c1
    37 | -4
O=C(O)C(CCCCN1C(=O)c2ccccc2C1=O)N1C(=O)c2ccccc2C1=O (stereo unspecified)
    -3 | -5
CC(=O)Nc1cccc(-c2nnc(SCC(=O)n3c4c(c5ccccc53)CCCC4)n2C)c1
    -3 | -6
c1ccc2c(c1)ncn2CCn1cnc2ccccc21
    4 | -4
COc1ccc(/C=N/n2cnnc2SCCO)cc1OC
    2 | 0
COc1ccc(OC)c(N(CC(=O)NCCSc2ccccc2)S(C)(=O)=O)c1
    -3 | -1

# Three compounds drawn at random from the list so far:
# The line under a structure holds: C2C12 statin | PglD DTNB
c1cnc(N2CC[N+]3(CCCC3)CC2)nc1
    -8 | 4
CCOc1cc(C(=O)OCC(=O)c2c[nH]c3ccccc23)ccc1OCC(=O)N1CCOCC1
    9 | -2
Cc1c(/C=N\NC(=O)c2csc3ccccc23)cnn1C
    2 | 4

# Remaining list, next part:
# The line under a structure holds: C2C12 statin | PglD DTNB
O=C(CSc1nnc(-c2cccs2)n1Cc1ccco1)c1ccc2c(c1)OCO2
    10 | 2
O=C1c2ccccc2C(=O)N1Cc1nc2ccccc2c(=O)n1CCN1CCOCC1
    25 | 2
C=CCNS(=O)(=O)c1nc(C)c(Cl)c(C)c1C#N
    1 | -4
COC(=O)c1cc(Br)c(=O)n(CCN(C(C)C)C(C)C)c1
    13 | 3
Cn1cc(-c2coc3c(C(=O)NCc4ccco4)cccc23)cn1
    2 | -1
COc1ccc(C(=O)Nc2nc3nc(-c4ccccc4)cc(=O)n3[nH]2)cc1
    -8 | -2
CC(CN(C)Cc1ccccc1)OC(=O)c1ccc2c(c1)OCCO2 (stereo unspecified)
    -16 | -5
CCNC(=O)C1CC(=O)N(c2ccc(OCC)cc2)C1 (stereo unspecified)
    -3 | -2
Cc1cc(N2CCN(C(=O)c3ccco3)CC2)n2nc(-c3cccc(F)c3)cc2n1
    5 | -7
CC(O)Cn1c(=O)c2c(nc(Br)n2Cc2ccccc2)n(C)c1=O (stereo unspecified)
    5 | 1
CCOC(=O)c1[nH]c(C)c(C(=O)NCc2ccc(Cl)cc2)c1C
    -8 | 0
O=C1CC(=O)OC(c2ccc([N+](=O)[O-])cc2)O1
    -1 | 1
COc1ccc(C2CC(C(F)(F)F)n3ncc(C(=O)Nc4cccc(O)c4)c3N2)cc1OC (stereo unspecified)
    44 | -2
CC(C)CNC(=O)c1cccc(NC(=O)c2ccc(NC(=O)c3ccco3)cc2)c1
    -7 | 2
CC(C)CC(=O)NC(NCC1CCCO1)C(Cl)(Cl)Cl (stereo unspecified)
    -18 | -2

# Full records, quoted from the list. Order of values: C2C12 statin | PglD DTNB
# `Cn1cccc1C1(C(F)(F)F)NCCNC1=O` (stereo unspecified) is listed as 13 | -4
# `COc1ccc(C(=O)Nc2nc3nc(-c4ccccc4)cc(=O)n3[nH]2)cc1` is listed as -8 | -2
# `CCCn1c(=NC(=O)c2ccco2)c(C(=O)OCC)cc2c(=O)n3ccccc3nc21` is listed as -17 | -6
# `Cc1ccc2c(c1)C1(C(=O)N2C)N2CC3(C)CN1CC(C)(C2)C3=O` (stereo unspecified) is listed as -7 | -103

# Carrying on.
# The line under a structure holds: C2C12 statin | PglD DTNB
COc1ccc(CCC(=O)Nc2ccc(Br)cn2)cc1
    7 | 6
Cc1cccc(-c2n[nH]c(=S)n2Cc2ccccc2)c1
    16 | 0
CCOC(=O)N(C)OC(=O)Nc1ccc(Cl)c(Cl)c1
    41 | 0
Brc1cccc(-c2nnco2)c1
    3 | -1
COC(=O)C1(Cc2ccccc2)NC(c2ccccc2C)C2C(=O)N(c3ccc4c(c3)OCO4)C(=O)C21 (stereo unspecified)
    20 | 0
CCSc1nsc(NC(=O)Nc2ccc(F)cc2F)n1
    -21 | 4
CS(=O)(=O)Nc1ccc(C(=O)NC2CCCC2)cc1
    30 | -1
CC1(C)Cc2nc3sc4c(SCC(=O)NC(c5ccccc5)c5ccccc5)ncnc4c3cc2CO1
    -4 | 0
COCCCN1C(=O)c2ccc(C(=O)Nc3cccc(OC)c3)cc2C1=O
    5 | 4
CCN(Cc1ccccc1)c1ccc(/C=N/NC(=O)c2cccc(S(=O)(=O)N3CCOCC3)c2)cc1
    -3 | -3
O=C(CN(C(=O)CNS(=O)(=O)c1ccccc1)C1CCCC1)NCc1ccco1
    5 | 3
CCNc1oc(-c2ccccc2F)nc1S(=O)(=O)c1ccccc1
    1 | 3
CCOC(=O)c1ccc(N=C2NC(=O)CS2)cc1
    4 | 2
Cc1cc(C)n(CCOc2ccc(Cl)cc2Cl)n1
    12 | -2
CCOP(=O)(O)c1ccccc1OCCOCCOc1ccccc1P(=O)(O)OCC
    -4 | -2
O=C(/C=C/c1ccco1)Nc1ccc(C(=O)N2CCOCC2)cc1
    1 | 2
CCc1ccc(-c2cn(-c3nc(C)cc(C)n3)c(=N)o2)cc1
    -8 | -2
Cc1nn(C)c(C)c1S(=O)(=O)N1CCc2ccccc21
    2 | -7
COc1ccc(/C=C/C(=O)c2cc(Br)ccc(=O)c2O)cc1
    -87 | 1
CN1CC(c2ccc(Cl)c(Cl)c2)[C@@]2(COc3ccccc3C2=O)[C@@]12C(=O)Nc1ccccc12 (stereo partly specified)
    -64 | -8
COc1ccccc1N1CCN(C(=O)CSc2nnc3n2C(C)(C)Cc2ccccc2-3)CC1
    5 | 4
COc1cccc(NC(=O)COC(=O)c2ccc(S(=O)(=O)NCc3ccco3)cc2)c1
    5 | 0
CC1NC(=O)NC1CCCCC(=O)O (stereo unspecified)
    -6 | 2
Nc1nc2c(s1)CCc1c-2cnn1-c1ccccc1
    9 | 3
O=C(O)c1ccccc1S(=O)CCO (stereo unspecified)
    1 | 2
CC(Oc1ccc(Br)cc1)C(=O)N1CCc2ccccc21 (stereo unspecified)
    7 | -4
O=C(C1Cc2ccccc2CN1S(=O)(=O)c1cccs1)N1CCCCCC1 (stereo unspecified)
    8 | -4
O=C(N1CCCCCC1)N1CCN(S(=O)(=O)c2ccccc2)CC1
    -1 | 0
COC(=O)CN1C(=S)N(Cc2ccccc2)C(=O)C1CC(=O)Nc1ccc(Br)cc1 (stereo unspecified)
    9 | 4
CCC1SC2=NC(C)=C(C(=O)OC)C(c3ccc(C)cc3)N2C1=O (stereo unspecified)
    0 | -3
Cc1c(Cl)cccc1NC(=O)Nc1ccn(C)n1
    0 | 0
O=C(CNC(=O)Cn1ccc2ccccc2c1=O)NCCCN1CCCCCC1
    3 | -5
CCCc1c(O)nc(SCC(=O)NCCc2ccc(OC)c(OC)c2)[nH]c1=O
    10 | 3
CC(=O)c1ccc(NS(=O)(=O)c2ccccc2)cc1
    5 | -1
O=C(CCS(=O)(=O)c1ccc(Br)cc1)N1CCN(c2ccc(Cl)cc2)CC1
    9 | 5
Oc1c(Cl)cccc1C=Nc1cc(C(F)(F)F)ccc1N1CCCC1
    11 | 0
Cc1c(C2(O)C(=O)Nc3ccc(F)cc32)c(=O)n(-c2ccccc2)n1C (stereo unspecified)
    -1 | 0
CC1CCCC(C)N1C(=O)CSc1nnc(CSc2ncccn2)n1C (stereo unspecified)
    6 | -2
CCC(Cc1ccccc1)NC(=O)C1CCN(S(=O)(=O)c2c(C)noc2C)CC1 (stereo unspecified)
    13 | -3
CCOc1cc(C)nc(NCCc2ccc(OC)c(OC)c2)n1
    -7 | -2
Cc1ccc(-c2nn(C)c(=O)c3ccccc23)cc1CO
    -2 | 0
COc1ccccc1-c1c(C)oc2cc(OC(=O)c3ccco3)ccc2c1=O
    5 | 3
Cc1cccc(NC(=O)COc2ccc3oc4c(c3c2)CCCC4)n1
    134* | -2
O=C(Nc1nnc(C2CCCO2)s1)c1cccs1 (stereo unspecified)
    7 | 4
CC(=O)CCc1ccc2oc(C(=O)O)c(C)c2c1
    -5 | 7

# High-throughput results deposited in PubChem by Broad Institute.
